HEK293 tox = qHTS of GLP-1 Receptor Inverse Agonists: Cytotox Screen; HEK293 cAMP-luciferase reporter cells, luminescence, 24 h; Potency, µM (top dose mostly 38.3 µM), for inactives: at the top dose activity change, negative = inhibition, actives largely listed as inhibitors; 410,000 tested, 0.13% active; AID 624418, 2012;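 note: loss of luciferase light is scored as toxicity; potency is the fitted concentration of half-maximal effect; % is set by controls: 0 for no effect and ±100 for the full control effect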
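MLSMR compounds, 24 hr on cells at 37 deg C/5% CO2; luminescence after luciferase reagent (12 min RT). Inhibition counted as the undesired cytotoxic outcome.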
WRN helicase inh = qHTS for Inhibitors of WRN Helicase; Bifunctional 3'-5' exonuclease/ATP-dependent helicase WRN (Homo sapiens), Q14191; WRN helicase unwinding, fluorescent forked duplex, kinetic; Potency, µM (series often up to 114 µM), inactives show top-dose activity change, negative = inhibition, usual class: inhibitors; 360,000 tested, 0.46% active; note: potency is the fitted concentration of half-maximal effect; % is set by controls: 0 for no effect and ±100 for the full control effect; nearly all actives have a fitted effect of over 55% in size
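Fluorescence dequenching readout, ex 525 nm/em 598 nm, kinetic mode: forked duplex DNA (100 nM final) with adjacent fluorophore and quencher unwound by WRN (20 nM final) with 2 mM ATP. Compound preincubation 15 min, room temperature.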
PLK1 PBD inh = qHTS for Inhibitors of PLK1-PDB (polo-like kinase 1 - polo-box domain): Primary Screen. Serine/threonine-protein kinase PLK1 (Homo sapiens), P53350. Plk1 PBD binding of FITC phosphopeptide, fluorescence polarization. Potency, µM, for the others: max response, negative = inhibition, most hits filed as inhibitors. 360,000 tested, 2.8% active; note: potency is the fitted concentration of half-maximal effect; series mostly up to about 57 µM; % is set by controls: 0 for no effect and ±100 for the full control effect; nearly all actives have a fitted effect of over 65% in size
D3 antag = qHTS of D3 Dopamine Receptor Antagonist: qHTS; D(3) dopamine receptor (Homo sapiens), P35462; D3R cells, DiscoveRx beta-arrestin luminescence, antagonist mode; stronger effect = lower value; max response, negative = inhibition, %; 360,000 tested, 2.5% active; AID 652054, 2013; in the data active = max response below about -50%; inconclusive = no clear call, values can overlap the other calls; note: % is set by controls: 0 for no effect and ±100 for the full control effect; mostly tested at two doses, the higher about 12 µM
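Cells expressing the human receptor were seeded at 1500 cells/well, incubated overnight at 37 degrees C in 5% CO2, then exposed to library compounds with dopamine controls for 90 minutes at 37 degrees C before luminescent detection.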
D3 ag = qHTS of D3 Dopamine Receptor Agonist: qHTS; D3R DiscoveRx beta-arrestin cells, luminescence, 90 min; max activation, %; 410,000 tested, 0.58% active; AID 652048, 2013; in the data active = max activation above about 30%; note: 0% is about no effect; mostly tested at two doses, the higher about 12 µM
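Cells at 1500/well, incubated overnight, then treated with pinned compounds (dopamine as control) for 90 min at 37 degrees C. DiscoveRx reagent added for 30 - 60 minutes at room temperature; luminescence read.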
GLP-1R agonist = qHTS of GLP-1 Receptor Agonists; Glucagon-like peptide 1 receptor (Homo sapiens), P43220; 380,000 tested, 0.007% active; HEK293 GLP-1R CRE-luciferase, luminescence, 4-6 h; cells express a hypersensitive GLP-1R form; Potency, µM (doses to about 45.6 µM), without a hit: at the top dose activation, usual class: activators; AID 624172, 2012; note: potency is the fitted concentration of half-maximal effect; % of control where 0% means no effect
Target sequence (P43220 whole entry, looked up): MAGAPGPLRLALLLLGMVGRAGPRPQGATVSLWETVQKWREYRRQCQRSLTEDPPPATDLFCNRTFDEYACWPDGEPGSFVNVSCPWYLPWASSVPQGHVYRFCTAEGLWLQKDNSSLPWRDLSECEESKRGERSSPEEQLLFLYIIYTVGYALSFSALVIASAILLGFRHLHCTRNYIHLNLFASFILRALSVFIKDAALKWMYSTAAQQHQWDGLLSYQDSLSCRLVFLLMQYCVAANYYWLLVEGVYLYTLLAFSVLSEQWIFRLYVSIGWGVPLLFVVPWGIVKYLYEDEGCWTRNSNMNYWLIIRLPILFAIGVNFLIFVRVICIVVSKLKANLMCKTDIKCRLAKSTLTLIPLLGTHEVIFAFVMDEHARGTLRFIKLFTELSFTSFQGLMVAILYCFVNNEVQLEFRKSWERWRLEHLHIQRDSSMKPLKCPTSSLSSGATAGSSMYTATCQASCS
PI5P4Ka inh = qHTS for Inhibitors of phosphatidylinositol 5-phosphate 4-kinase (PI5P4K); Phosphatidylinositol 5-phosphate 4-kinase type-2 alpha (Homo sapiens), P48426; PI5P4Kalpha enzyme, ADP-Glo luminescence, 60 min; stronger effect = lower value; max response, %; 330,000 tested, 1.2% active; AID 652105, 2013; active = max response of -50% or lower; inconclusive = between -30% and -50%; inactive = -30% or higher; note: value at the top dose of about 77 µM; % is set by controls: 0 for no effect and ±100 for the full control effect
Target sequence (P48426 whole entry, looked up): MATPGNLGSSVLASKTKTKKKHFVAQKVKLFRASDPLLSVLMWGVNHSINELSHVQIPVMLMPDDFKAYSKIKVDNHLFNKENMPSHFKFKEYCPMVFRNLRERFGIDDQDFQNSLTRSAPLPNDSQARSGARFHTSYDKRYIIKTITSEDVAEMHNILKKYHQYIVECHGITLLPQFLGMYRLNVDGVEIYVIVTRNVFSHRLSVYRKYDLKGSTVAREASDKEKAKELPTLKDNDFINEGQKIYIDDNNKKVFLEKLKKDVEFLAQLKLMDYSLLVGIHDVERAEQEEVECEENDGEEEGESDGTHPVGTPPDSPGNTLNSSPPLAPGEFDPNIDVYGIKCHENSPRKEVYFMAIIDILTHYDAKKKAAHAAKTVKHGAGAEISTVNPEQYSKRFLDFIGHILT
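PI5P4Kalpha ADP-Glo assay; 5 microM ATP final; 60 min RT reaction; HEPES pH 7.4/EGTA/CHAPS, 5% DMSO; controls lacking substrate or enzyme; luminescent end-point.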
GLP-1R inv ag = qHTS of GLP-1 Receptor Inverse Agonists (Inhibition Mode). Glucagon-like peptide 1 receptor (Homo sapiens), P43220. HEK293 GLP-1R CRE-luciferase, luminescence, 24 h; GLP-1R form is constitutively active. Potency, µM (titrated, usually from 38.3 µM), without a hit: at the highest dose activity change, negative = inhibition, hits mostly inhibitors. 410,000 tested, 1.6% active. AID 624417, 2012; note: potency is the fitted concentration of half-maximal effect; % is set by controls: 0 for no effect and ±100 for the full control effect; nearly all actives have a fitted effect of over 55% in size
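qHTS in 1536-well format: reporter HEK293 cells expressing constitutive GLP-1R activity in DMEM + 10% Nu serum, 24 hr with compounds at 37 deg C, luminescence read after 12 min with detection reagent.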
IL2 activator = qHTS of IL-2 Activators; IL-2 activation reporter assay, cell-based qHTS; stimulated with anti-CD3/CD4/CD28 beads; in transgenic mouse T cells; activation, % (series mostly up to about 46 µM); 360,000 tested, 0.065% active; AID 652025, 2013; in the data active = activation above about 50%; inconclusive = mostly about 30% to 49%; note: 0% is about no effect
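Readout is EGFP and DsRed signal by fluorescent plate cytometry after 18 h at 37 degrees C. Transgenic mouse T cells (750/well) received compound for 60 min before bead stimulation (anti-CD3, anti-CD4, anti-CD28); memory T cells served as non-tolerant control.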
* marks the source's active call; other numbers are inactive results; ? = inconclusive; . = no result given; & = joins results of further samples; [ ] = remark or other dose. Unless noted, calls come from the whole dose curve; as a rule, active = well fitted curve in the direction sought with a large enough effect; inconclusive = small, poorly fitted or top-dose-only effect, or another doubt; inactive = no such curve, though single readings can be large; an effect the other way counts as inactive or inconclusive.

SMILES	HEK293 tox	WRN helicase inh	PLK1 PBD inh	D3 antag	D3 ag	GLP-1R agonist	PI5P4Ka inh	GLP-1R inv ag	IL2 activator
Cc1cc(N2CCN(C(c3ccccc3)c3ccc(Cl)cc3)CC2)n2ncnc2n1 (stereo unspecified)	-21%	-2%	-8%	0	1	6%	-3	?	-2.0
COc1ccc(OC)c2[nH]c(=O)c(CCNC(=O)c3ccc(S(=O)(=O)N4CCCC4)cc3)cc12	-7%	-30%	-8%	-4	-7	2%	?	0%	-0.4
Cc1cc(SCc2cc(=O)[nH]c3ccccc23)nc2ccccc12	3%	5%	-6%	-14	7	5%	7	12%	-0.2
O=C(NNC1=Nc2ccccc2SC1)c1ccc(F)cc1	?	-21%	-5%	?	-38	-2%	-1	?	0.4
COc1cc(OC)c(C(=O)/C=C/c2ccccc2)c(O)c1O	-14%	-5%[11.6 µM]	-14%	-26	-21	-4%	-1	-8%	0.9
O=C(Oc1ccc(/C=N/Nc2nc(N3CCCCC3)nc(N3CCCCC3)n2)cc1)c1ccco1	2%	2%	-2%	-9	-2	8%	3	-8%	1.0
Cc1c(Nc2scc(-c3ccccc3)[n+]2-c2ccccc2)c(=O)n(-c2ccccc2)n1C	8%	-17%	-13%	-4	2	1%	-14	?	-1.0
COc1ccccc1N(CC(O)CN(c1ccccc1)S(C)(=O)=O)S(=O)(=O)c1ccccc1 (stereo unspecified)	7%	8%	-18%	5	0	-4%	5	2%	1.1
COc1ccc(S(=O)(=O)N(C)C2(C)CCS(=O)(=O)C2)cc1OC (stereo unspecified)	13%	-8%	-6%	-9	-2	14%	-4	30%	0.0
CCCNC(=O)C1(C)CCCN(Cc2c3ccccc3nn2C)C1 (stereo unspecified)	-9%	9%[57.1 µM]	-6%	-7	-5	-1%	1	-1%	-0.1
COc1ccc(CCN(C)C(=O)Cc2ccc(-c3ccccc3)cc2)cc1OC	-7%	-4%	-7%	-9	5	31%	-7	?	-0.7
O=C(C1CC(=O)N(c2ccccc2)C1)N1CCN(c2ccc(F)cc2)CC1 (stereo unspecified)	9%	-27%	-1%	-69*	-14	5%	0	-21%	-2.4
Cc1ccc(C(C)C)c(OCC(=O)Nc2sc3c(c2C#N)CC(C)(C)NC3(C)C)c1	3%	0%	6%	32	18	6%	4	?	-5.0
COc1ccc(NC(=O)NN(C(=O)c2ccccc2)C(C)(C)C)cc1	11%	0%	-2%	1	3	-2%	-3	-3%	-0.5
COc1ccc(CCN2C(=O)C3C4CC(C5C(C(=O)N/N=C\c6ccc(Cl)cc6)=NOC45)C3C2=O)cc1OC (stereo unspecified)	-13%	-25%	-6%	14	-6	-8%	-5	-2%	0.0
CC(C)(C)C(=O)NC1CCN(C(=O)N2CCCC2)CC1	4%	-8%	-21%	4	11	-8%	-1	9%	2.8
O=C(NN=C1c2ccccc2-c2ccccc21)c1ccccc1Br	6%	-3%	-7%	?	-21	15%	.	0%	-2.7
Cn1c(SCC(=O)Nc2ccc3cn[nH]c3c2)nnc1-c1cnccn1	1%	-2%	-10%	9	-8	1%	-4	0%	0.9
Fc1cccc(F)c1/C=N/N1CCOCC1	-4%	-5%	1%	9	3	1%	2	10%	0.4
CCC1CCCCN1S(=O)(=O)c1ccc(NC(=O)c2cccnc2)cc1 (stereo unspecified)	8%	?	-1%	-2	-23	-1%	1	?	-4.3
COc1ccc(/C=C/C(=O)N(C)C2(C)CCS(=O)(=O)C2)cc1 (stereo unspecified)	3%	-8%	4%	4	-1	2%	-1	39%[activator]	-0.4
Cc1ccc(C(C(=O)NC(C)(C)C)N(CC2CCCO2)C(=O)CCC(=O)Nc2ccccn2)cc1 (stereo unspecified)	-8%	-4%	0%	6	48*	1%	4	-12%	-1.3
Cc1noc(C)c1COc1ccccc1C(=O)Nc1ccc(C(N)=O)cc1	2%	-6%	-4%	21	0	-8%	5	46%[activator]	1.0
CC1CCCN(CCCNS(=O)(=O)c2cc(Br)cc3c2N(C(=O)C2CC2)CC3)C1 (stereo unspecified)	-24%	-5%	0%	6	-20	1%	1	-33%	-4.1
O=C1c2ccccc2C(=O)N1CCCc1nc(-c2ccc(Cl)cc2)no1	-3%	-1%	-4%	24	1	-1%	0	8%	-2.9

Arranged by SMILES length (lowest first): part of the list above.
SMILES	HEK293 tox	WRN helicase inh	PLK1 PBD inh	D3 antag	D3 ag	GLP-1R agonist	PI5P4Ka inh	GLP-1R inv ag	IL2 activator
Cc1cc(SCc2cc(=O)[nH]c3ccccc23)nc2ccccc12	3%	5%	-6%	-14	7	5%	7	12%	-0.2
Cn1c(SCC(=O)Nc2ccc3cn[nH]c3c2)nnc1-c1cnccn1	1%	-2%	-10%	9	-8	1%	-4	0%	0.9
COc1ccc(/C=C/C(=O)N(C)C2(C)CCS(=O)(=O)C2)cc1 (stereo unspecified)	3%	-8%	4%	4	-1	2%	-1	39%[activator]	-0.4
O=C(Oc1ccc(/C=N/Nc2nc(N3CCCCC3)nc(N3CCCCC3)n2)cc1)c1ccco1	2%	2%	-2%	-9	-2	8%	3	-8%	1.0

Carrying on.
SMILES	HEK293 tox	WRN helicase inh	PLK1 PBD inh	D3 antag	D3 ag	GLP-1R agonist	PI5P4Ka inh	GLP-1R inv ag	IL2 activator
COc1ccc(NC(=O)Nc2ccc3c(c2)N(C)C(=O)CS3)cc1OC	-9%	-10%	?	9	1	-2%	-4	-10%	0.2
COc1ccccc1Cc1c(-c2ccc(C)cc2)nc2c(C)cc(Br)cn12	-26%	-11%	-4%	?	-10	0%	-2	?	-0.8
CNC(=S)NNc1nc(C)cc(C)n1	-9%	-8%	-9%	3	1	-2%	-5	7%	-2.2
COc1ccc(S(=O)(=O)N(CC(=O)N/N=C/c2ccc(C(=O)O)cc2)Cc2ccccc2)cc1OC	3%	-11%	0%	6	0	0%	4	14%	-0.2
CCN1C(=O)[C@H]2[C@@H](c3ccc(-c4ccc(C(C)=O)cc4)c(OC)c3)N3CCCC[C@@]3(C(=O)OC)[C@H]2C1=O	-2%	-8%	0%	-28	-21	-3%	-4	?	-2.7
C/C(CC(=O)Nc1c(Cl)cccc1C(F)(F)F)=N\NC(=O)c1cnccn1	4%	-9%	-28%	36	-5	-4%	7	-8%	-0.9
CC(=O)N1CCc2c(sc(NC(=O)CN3C(=O)CCC3=O)c2C(N)=O)C1	3%	2%	?	-18	-8	-5%	-76*	-1%	3.1
N/C(=N\OC(=O)COc1ccc([N+](=O)[O-])cc1)c1ccncc1	13%[7.66 µM]	0%	0%	5	2	2%	-3	10%[7.66 µM]	1.5
O=C(NNC(=O)C1CC1c1ccccc1)c1ccccc1F (stereo unspecified)	-2%	3%	3%	11	1	-4%	-4	15%	1.1
O=C1[C@@H]2[C@H]3CC[C@H](C3)[C@@H]2C(=O)N1O	7%	-13%	-7%	13	17	2%	-1	2%	-2.7
CSCCC(N=C(NS(=O)(=O)c1ccc(Br)cc1)c1ccccc1)C(=O)O (stereo unspecified)	-3%	11%	-4%	-5	-1	-1%	0	3%	0.0
COc1cc(NC(=O)COc2ccc(-n3cnnn3)cc2)c(OC)cc1Cl	?	-10%	3%	35	1	3%	?	-7%	-1.9
Cc1cccc(C(=O)NCC2CCCO2)c1 (stereo unspecified)	-1%	-1%	2%	-54*	3	-11%	9	13%	-0.4
CCOC(=O)C1CCCN(S(=O)(=O)c2cc(Br)cc3c2N(C(=O)CC)CC3)C1 (stereo unspecified)	-5%&1%	-4%	-7%	1	1&0	10%&1%	0	0%&6%	0.6
O=C(NC1(C(F)(F)F)NC(=O)N(C2CCCCC2)C1=O)C1CC1 (stereo unspecified)	3%	0%	-11%	-20	-3	4%	-10	12%	-0.8
O=C1c2cccc3cccc(c23)C(=O)N1CC1CCN(CC(O)COCc2ccc3c(c2)OCO3)CC1 (stereo unspecified)	-13%	14%	-3%	-26	-2	-2%	9	?	-1.1
Cn1c(C(=O)NC2CCCC2)cc2c(=O)n(C)c3ccccc3c21	-3%	-9%	30µM*	6	-8	-3%	1	3%	0.0
Cc1ccc(Cl)cc1N1CCN(C(c2cccnc2)c2nnnn2C2CCCCC2)CC1 (stereo unspecified)	4%	-4%	3%	6	5	1%	.	5%	0.5
CC(=O)c1cccc(NC(=O)C2CCCN2S(=O)(=O)c2cccs2)c1 (stereo unspecified)	-20%	-2%	-9%	-1	1	-4%	6	3%	4.5
CC(C)(C)OC(=O)N1Cc2[nH]c3ccccc3c2C[C@@H]1C(=O)O	-15%	6%	1%	8	4	-9%	3	9%	3.2
O=C(O)c1cccc(N2C(=O)C3CC=CCC3C2=O)c1 (stereo unspecified)	1%	-3%	-6%	-3	4	-4%	.	2%	-0.6
CCOc1cc(C(=O)NC(=S)Nn2cnnc2)cc(OCC)c1OCC	-4%	-1%	?	5	-6	-1%	12	9%	-0.9
COc1ccc(S(=O)(=O)NCC(=O)N(CC(=O)NCc2ccco2)Cc2ccc(F)cc2)cc1	-3%	-1%	-1%	-21	-7	7%	-4	-24%	0.0
O=C(CSc1ccc(-c2ccccn2)nn1)Nc1ccccc1	12%	-26%	-14%	-10	-6	-10%	-2	-31%	2.1
CCOC(=O)c1cc(NC(=O)c2ccc(C)cc2)c(=O)oc1-c1ccccc1	-22%	-8%	-1%	-8	4	-9%	2	0%	-1.0
CC(Cn1cncn1)NC(=O)c1cc(COc2cccc(C(F)(F)F)c2)on1 (stereo unspecified)	-2%	-1%	5%	0	5	12%	-5	4%	0.1
Cc1n[nH]c(C)c1CCN(C)C(=O)C1CCC(=O)N(CC2CCCCC2)C1 (stereo unspecified)	14%	-4%	-1%	0	-2	-10%	2	19%	0.9

Assay outcomes: PubChem BioAssay, National Center for Advancing Translational Sciences (NCATS)

Compounds were not picked by outcome; 7.8% or so of the library scored in one or more.
